Assay outcomes deposited in PubChem by Broad Institute.
DENV2 CPE rescue: DENV2-induced cell death inhibition; DENV2-infected cells, cytopathic effect rescue, plate reader; CPE inhibition, % at 9.99 µM; actives 1.7% (n = 350,000); AID 651640; in the data active means CPE inhibition above about 20%, passing the limit was not always enough; inconclusive means no clear call, values can overlap the other calls; tested in BHK-21 cells;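 further: 0% = median of neutral control wells and 100% = median of positive control wells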
PglD DTNB: inhibitors of Campylobacter jejuni PglD acetyltransferase; purified PglD enzyme, DTNB colorimetric CoA detection; inhibition, % at 12.5 µM; actives 0.098% (n = 360,000); AID 602405; in the data active means inhibition above about 16%, passing the limit was not always enough; inconclusive means no clear call, values can overlap the other calls; further: strong numbers were not always called active
S100A4 inh HTS: inhibitors of human S100A4 binding to myosin IIA peptide. P26447. S100A4/TAMRA-MyoIIA peptide fluorescence polarization. inhibition, % at 10.7 µM. actives 0.14% (n = 360,000). AID 652163;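 active means mean inhibition of at least 70% across replicates, with every replicate also reaching that level; inconclusive means mean inhibition reaches 70% but some replicates fall short; inactive means mean inhibition below 70%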
Target sequence (P26447 whole entry, looked up): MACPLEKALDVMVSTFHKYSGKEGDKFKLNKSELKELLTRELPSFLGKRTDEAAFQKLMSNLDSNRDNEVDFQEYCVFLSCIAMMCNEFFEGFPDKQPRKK
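Material: S100A4 monomer protein | Medium: HEPES pH 7.2 with CaCl2, KCl, NaCl, DTT, Triton | Reagent: Labelled myosin peptide probe, 5 nM | Doses: One dose per compound | Times: 5 min incubation before reading | Benchmarks: Neutral control DMSO, positive control TFP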
E-sel inducer: E-selectin induction on HUVECs. P16581. HUVEC E-selectin immunofluorescence imaging; normalized: neutral wells 0, TNF-alpha wells 100. activation, % at 7.58 µM. actives 0.37% (n = 260,000). AID 686992;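 active means mean E-selectin-positive cell signal at least 10% of the positive control, reached in at least 60% of replicates, without over 20% cell loss; inconclusive means no rule given, readout overlaps actives, possibly toxicity-flagged; inactive means the rest, including those meeting only one limit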;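 further: in these data hits start at about 27%; measured in HUVEC primary endothelial cells; signal is the percent of cells scored E-selectin positive by PE staining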
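Read-out basis: % PE-positive cells; Test system: HUVEC primary endothelial cells; Technique: immunofluorescence imaging; Dosing: single-point compound dose.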
C2C12 statin: suppression of simvastatin myotoxicity; C2C12 myotubes + simvastatin, ATP luminescence, 48 h; scaled: DMSO 0, geranylgeraniol control 100; rescue of ATP level, % at 7.49 µM; actives 0.78% (n = 330,000);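 active means mean ATP rescue above about 67%, or every replicate alone reaching that limit, limit read from the data, passing the limit was not always enough; inconclusive means no clear call, values can overlap the other calls; inactive means mean under the limit and some replicate under it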;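 further: myotubes were challenged with 10 µM simvastatin during compound exposure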
SIRT5 inh: blocks human SIRT5 desuccinylation of peptide. Q9NXA8. AID 652115. actives 1.1% (n = 330,000). inhibition, % at 15 µM. Purified SirT5, succinyl-peptide AMC, trypsin-coupled fluorescence; in the data active means inhibition above about 15%; inconclusive means no clear call, values can overlap the other calls
Target sequence (Q9NXA8 whole entry, looked up): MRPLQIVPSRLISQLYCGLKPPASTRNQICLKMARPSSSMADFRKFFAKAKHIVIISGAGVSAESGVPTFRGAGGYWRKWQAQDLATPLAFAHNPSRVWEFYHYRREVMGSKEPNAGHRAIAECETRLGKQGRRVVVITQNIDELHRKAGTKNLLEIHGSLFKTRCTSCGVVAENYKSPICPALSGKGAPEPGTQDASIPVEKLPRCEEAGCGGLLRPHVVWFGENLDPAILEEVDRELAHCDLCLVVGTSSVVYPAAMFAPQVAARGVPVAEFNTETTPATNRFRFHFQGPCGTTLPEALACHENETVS
ERp5 inh: inhibitors of human ERp5 | Q15084 | ERp5 insulin aggregation, absorbance 650 nm, 90 min | inhibition, % at 9.99 µM | actives 0.05% (n = 350,000) | AID 651711;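 active means mean replicate inhibition above about 25%, with every replicate also reaching it, limit read from the data, passing the limit was not always enough; inconclusive means only one of those two criteria met; inactive means neither criterion met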
Target sequence (Q15084 whole entry, looked up): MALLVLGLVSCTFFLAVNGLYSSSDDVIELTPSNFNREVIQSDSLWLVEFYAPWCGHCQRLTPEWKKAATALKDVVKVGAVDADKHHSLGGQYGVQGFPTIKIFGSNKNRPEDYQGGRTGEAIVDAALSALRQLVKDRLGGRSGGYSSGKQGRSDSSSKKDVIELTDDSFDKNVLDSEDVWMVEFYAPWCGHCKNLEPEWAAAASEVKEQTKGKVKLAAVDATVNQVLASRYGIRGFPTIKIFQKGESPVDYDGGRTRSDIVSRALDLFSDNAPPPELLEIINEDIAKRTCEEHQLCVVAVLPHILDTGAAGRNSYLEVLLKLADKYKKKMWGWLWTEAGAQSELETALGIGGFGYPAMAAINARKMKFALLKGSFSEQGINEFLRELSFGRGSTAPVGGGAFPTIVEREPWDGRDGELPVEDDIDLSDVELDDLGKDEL
* marks the source's active call; other numbers are inactive results; ? = inconclusive; / = no result given; & = joins results of further samples. Not all compounds are listed (hit frequency here may not be typical).

SMILES	DENV2 CPE rescue	PglD DTNB	S100A4 inh HTS	E-sel inducer	C2C12 statin	SIRT5 inh	ERp5 inh
CNC(=O)C[C@H]1CC[C@H]2[C@@H](COc3ccc(NC(=O)C4CC4)cc3C(=O)N2C)O1	-4	3	/	-0.1	4	/	/
Cc1cccc(CNC(=O)C2CCC(=O)N(C3CC3)C2)c1 (configuration not stated)	4	0	8	/	-5	-4	1
Cc1cc(C(=O)NC(=S)Nc2cccc(C(=O)O)c2C)ccc1[N+](=O)[O-]	9	/	-4	-0.2	/	3	-5
NS(=O)(=O)c1cc(C(=O)N2CCNC(=O)C2)ccc1Cl	-2	/	-3	0.2	8	-5	-2
COc1ccccc1CNC(=O)c1cc(-c2ccccc2)n(Cc2cc(C)no2)n1	?	0	-5	-0.2	0	/	4
Cc1ccc(Cl)cc1Nc1nc(-c2cccnc2)cs1	-18	0	52	/	-42	-5	3
Cc1ccc(C(=O)N/N=C\c2ccc(-c3ccc([N+](=O)[O-])cc3)o2)cn1	-1	/	1	/	1	-4	-5
CCN(CC)S(=O)(=O)c1ccc(N2CCOCC2)c(NC(=O)c2ccc(OC)c([N+](=O)[O-])c2)c1	2	-2	4	/	-7	-3	-8
O=C(CCN1CCCC1=O)NC1CCCc2c1cnn2-c1ccc(F)cc1F (configuration not stated)	-4	-1	1	/	-6	-1	-7
C=CCn1c(=O)c(C(=O)NCc2ccc(Cl)cc2)c(O)c2ccccc21	-8	/	7	/	36	-4	1
COc1ccc(S(=O)(=O)N(C)C[C@H]2Oc3ccc(NC(=O)Nc4ccc(C(F)(F)F)cc4)cc3C(=O)N([C@@H](C)CO)C[C@H]2C)cc1	-2	-4	-4	0.5	/	14	17
CCNC(=O)CN(c1ccc(F)cc1)S(=O)(=O)c1ccc2c(c1)OCCO2	2	-4	2	/	-4	-1	2
CCn1cc(CNCc2cn(C)nc2-c2ccc(C3CCCCC3)cc2)cn1	0	/	-6	5.1	/	-2	1
N#CNC(=Nc1ccccc1F)SCc1ccc(C(=O)O)cc1	1	/	-2	/	/	9	1
Cc1ccc(Cn2c(C3CCCN3c3nc(-c4ccc(F)cc4)cs3)nc3cc(C(=O)NCCCO)ccc32)cc1 (configuration not stated)	15	2	-5	3.9	-5	-2	5
Cc1cc(Cl)c2oc(C(=O)N3CCOCC3)c(C)c2c1	-1	-2	-4	0.1	0	/	2
C=CCOc1ccc(/C=C/C(=O)OCC(=O)NCC2CCCCC2)cc1	-7	-4	-1	0.0	-5	0	-2
Cc1ccc(C(=O)N/C(=C\c2sccc2C)C(=O)NCCCN2CCOCC2)cc1	9	2	-3	/	13	-2	-1
CCCCC(=O)NC(c1ccc(N(CC)CC)cc1)c1ccc2cccnc2c1O (configuration not stated)	-3	-2	1	-0.3	4	0	1
CC(CCn1cccn1)NC(=O)CCc1nnc(C2CCCCC2)o1 (configuration not stated)	0	/	1	2.6	/	-2	-3
CCOC(=O)C1=C(COC(=O)Cc2ccc(Cl)cc2)NC(=O)NC1C (configuration not stated)	-7	2	0	-0.2	2	0	-6
O=C(NC(c1ccccc1)c1ccsc1)C1CCN(CCOc2ccc(Cl)cc2Cl)CC1 (configuration not stated)	0	6	-2	0.1	-4	/	5
COc1ccc(/C=N\N2CCN(Cc3ccccc3Cl)CC2)cc1	-3	3	-3	/	3	-2	4
Cc1noc(C)c1NC(=O)N(C)C[C@H]1Oc2ccc(NC(=O)CCCN(C)C)cc2CC(=O)N([C@@H](C)CO)C[C@@H]1C	-5	2	-19	-3.6	-6	-3	-7
Nn1c(SCC(=O)Nc2nccs2)nnc1C1CC1	-5	-2	-7	0.5	4	1	5
O=C1COc2ccc(S(=O)(=O)NCCc3ccc(Cl)cc3)cc2N1	0	14	3	-0.2	4	-2	2
CCCC#Cc1ccc([C@@H]2[C@@H](C#N)N(C(=O)CN3CCOCC3)[C@H]2CO)cc1	-6	3	2	-0.2	8	0	0
CC[C@H](C)[C@@H]1NC(=O)[C@@H](CC(C)C)NC(=O)[C@H](C(C)C)NC(=O)[C@H]2CSSC[C@H](NC1=O)C(=O)N2	7	1	0	0.3	-213	2	6
Cc1nc2c(OCc3ccc(F)cc3)cccn2c1N(C)C(=O)CCC1CCCC1	3	3	-4	0.1	-1	1	-1
O=C(NCCc1ccc(F)cc1)c1ccc(S(=O)(=O)N2CCCCC2)cc1	4	6	7	2.3	-3	-1	-4
CC(C)CC(N)c1csc(NC(=O)C(c2ccccc2)c2ccccc2)n1 (configuration not stated)	18	0	-5	-0.2	-3	-2	2
CCCCCC1CCC(C(=O)N2CCOCC2)CC1 (configuration not stated)	19	-4	-5	/	5	1	7
CCOC(=O)CN(c1cccc(C(C)=O)c1)S(C)(=O)=O	/	/	-3	/	/	11	7
O=C(Nc1cccc(C(=O)O)c1)/C(=C\c1ccc2c(c1)OCO2)NC(=O)c1ccccc1Cl	?	-1	4	0.0	0	5	4
COc1ccc(S(=O)(=O)Nc2cccc3c2O[C@@H](CN(C)Cc2ccc(C(=O)Nc4ccccc4N)cc2)[C@H](C)CN([C@@H](C)CO)C3=O)cc1	-12	/	-26	0.2	/	/	-9
Nc1ccc2nc(CCCO)[nH]c2c1	/	0	-19	2.8	-12	0	2
NS(=O)(=O)c1ccc(CNC(=O)NC23CC4CC(CC(C4)C2)C3)cc1	-4	/	-6	/	32	-2	5
O=C(Cn1c(CN2CCCCC2)nc2ccccc2c1=O)Nc1ccccc1	-5	11	3	/	38	-2	5
O=C1CC(N2CCN(c3ccccc3)CC2)C(=O)N1c1ccc2c(c1)OCO2 (configuration not stated)	3	/	-12	/	/	1	0
COc1ccc(NC(=O)CN2C(=O)C(C)Oc3ccc(C)cc32)cc1 (configuration not stated)	-4	7	3	/	0	-13	2
C#CCNC(=O)C1=C[C@@H](C2CC2)C[C@@H](OCCCCO)O1	13&-8	0&-1	-2&0	0.1	-5	-2	0&4
CC1CCN(S(=O)(=O)c2ccc(C(=O)Nc3nnc(-c4ccncc4)o3)cc2)CC1	3	-2	5	1.0	-11	3	-4
O=C(Cc1ccccn1)N1CC(=O)N2[C@@H](CO)[C@H](c3ccc(-c4ccc(F)cc4)cc3)[C@@H]2C1	0	/	3	0.0	/	2	-4
Cc1[nH]c2ccccc2c1SCCNC(=O)c1ccc(Br)o1	0	/	-1	/	4	-13	-2
COC(=O)C1=C(C)N(C)C(=NCc2ccccc2C(F)(F)F)NC1c1cccc(F)c1 (configuration not stated)	-2	/	-1	0.1	/	5	-11

Full records from above. Values in the order: DENV2 CPE rescue, PglD DTNB, S100A4 inh HTS, E-sel inducer, C2C12 statin, SIRT5 inh, ERp5 inh
COc1ccc(NC(=O)CN2C(=O)C(C)Oc3ccc(C)cc32)cc1 (configuration not stated) reads -4, 7, 3, /, 0, -13, 2
O=C(NC(c1ccccc1)c1ccsc1)C1CCN(CCOc2ccc(Cl)cc2Cl)CC1 (configuration not stated) reads 0, 6, -2, 0.1, -4, /, 5
C=CCOc1ccc(/C=C/C(=O)OCC(=O)NCC2CCCCC2)cc1 reads -7, -4, -1, 0.0, -5, 0, -2
CC[C@H](C)[C@@H]1NC(=O)[C@@H](CC(C)C)NC(=O)[C@H](C(C)C)NC(=O)[C@H]2CSSC[C@H](NC1=O)C(=O)N2 reads 7, 1, 0, 0.3, -213, 2, 6
Cc1ccc(C(=O)N/N=C\c2ccc(-c3ccc([N+](=O)[O-])cc3)o2)cn1 reads -1, /, 1, /, 1, -4, -5

Additional structures follow.
SMILES	DENV2 CPE rescue	PglD DTNB	S100A4 inh HTS	E-sel inducer	C2C12 statin	SIRT5 inh	ERp5 inh
N#C[C@@H]1[C@H](c2ccccc2-c2ccccc2)[C@H](CO)N1c1ncc(-c2ccccc2)s1	0	/	-1	0.1	/	-2	13
CC(=O)[C@@H]1[C@@H](C(=O)c2ccc(F)cc2)[C@]2(C(=O)Nc3ccccc32)[C@H]2C=Cc3cc(F)ccc3N12	-1	-2	22	6.6	/	1	-3
Cc1onc2c(=O)n(-c3ccccc3)nc(-c3ccccc3)c12	2	1	1	-0.3	3	-1	6
CN1CCCN(c2ncnc3scc(-c4ccc(F)cc4)c23)CC1	/	/	-3	/	/	-1	-1
COc1ccc(CN(C(=O)CSc2nnc(-c3ccc(F)cc3)o2)c2ccc(F)cc2)cc1	9	-1	1	/	-1	2	3
COc1ccc(NC(=O)CC2SC(N3CCOCC3)=NC2=O)cc1OC (configuration not stated)	5	-2	3	/	2	-3	2
CCCCC[C@@H](/C=C/C1C(=O)C=C[C@H]1C/C=C\CCCC(=O)O)OC(C)=O (some centres not stated)	-12	4	-1	1.0	8	6	3
O=C(CNc1cc([N+](=O)[O-])ccc1NCCO)Nc1cccc(S(=O)(=O)N2CCCCC2)c1	-1	-1	-4	/	7	0	-2
CCOc1ccc(-n2c(=O)c3sccc3n(CC(=O)NCC3CCCO3)c2=O)cc1 (configuration not stated)	-3	-2	9	0.0	5	9	-1
CC=Cc1ccc2n(c1=O)C[C@@H]1[C@@H](CO)[C@H](C(=O)Nc3ccc(-c4ccccc4)cc3)[C@H]2N1C(C)=O (mixture of isomers)	15	/	-5	0.4	/	-7	/
C[C@H]1CCCCO[C@H](CN(C)C(=O)Nc2ccccc2)[C@@H](C)CN([C@@H](C)CO)C(=O)c2cc(NC(=O)Nc3cccc4ccccc34)ccc2O1	-3	-2	-2	-0.2	/	-3	-5
CCc1ccccc1NC(=S)N(CCN1CCCCCC1)Cc1ccco1	7	/	-4	/	/	8	4
Cc1cc(OCc2cc(C(=O)N(C)C3CCOCC3)no2)cc(C)c1Cl	6	0	1	0.8	-9	-4	-3
COc1ccc(-c2csc(NC(=O)CCNC(=O)c3ccco3)n2)cc1OC	12	0	4	1.7	-8	0	0
CCOC(=O)N1CCN(C(=O)c2ccccc2NS(=O)(=O)c2ccc(C)cc2)CC1	-7	1	-5	-0.3	5	1	3
CC(C)c1cn([C@H]2C[C@@H]3O[C@@H](CO)CC[C@@H]3O[C@@H]2CCc2ccc(C#CC3(O)CCCC3)cc2)nn1	-9	/	-36	/	/	3	-3
Cc1c(C(=O)NCCN2C(=O)S/C(=C\c3cccnc3)C2=O)cccc1[N+](=O)[O-]	2	5	-2	0.2	-2	-1	-2
CC(OC(=O)c1ccc2c(c1)OCO2)C(=O)NC1CCCCC1 (configuration not stated)	-3	2	-3	/	2	5	-1
Cc1ccc(-c2ccc3c(c2)O[C@H](CN(C)C(=O)C2CCC2)[C@@H](C)CN([C@H](C)CO)S3(=O)=O)cc1	-8	-5	?	0.5	-11	10	-3
CCN(c1cccc(C)c1)S(=O)(=O)c1ccc(-n2cccn2)cc1	-7	3	2	/	2	-1	-4
O=C(NCCCn1ccnc1)/C(=C/c1ccccc1)NC(=O)c1ccccc1	-2	/	-7	2.0	12	0	2
O=C(CN1CCN(Cc2ccccc2)CC1)NCCNc1ccc([N+](=O)[O-])cn1	-1	0	9	-0.1	2	0	2
O=C(NNC(=O)C1CC=CCC1)c1cccc(Br)c1 (configuration not stated)	-3	-5	-1	/	/	-5	/
COCC(=O)Nc1ccc2c(c1)C(=O)N(C)C[C@H](OC)[C@@H](C)CN(C(=O)c1cnccn1)[C@H](C)CO2	-7	2	6	-0.2	-28	-4	-1
CCCC(CCC(=O)Nc1nccs1)C(=O)O (configuration not stated)	5	/	-3	/	/	-3	-1
COc1cc(OC)cc(C(=O)OCn2nnc3ccccc3c2=O)c1	-6	1	4	/	-8	-1	-3
O=C1NC(=O)C(Cc2ccc(Cl)cc2)(c2ccccc2)N1 (configuration not stated)	14	-2	-4	0.0	10	/	3
CCn1cc(Br)c(C(=O)Nc2ccc(C(=O)OC(C)C)cc2)n1	-4	-4	-15	/	-4	-2	7
O=C(C[C@@H]1C=C[C@@H](NC(=O)c2ccncc2)[C@@H](CO)O1)Nc1ccc(-c2ccccc2)cc1	-3	/	1	0.4	/	-1	3
CC(=O)Nc1ccc(N/C(C)=C/C(=O)c2cccnc2)cc1	9	/	-1	-0.3	/	1	-2
